# Screening data deposited in PubChem by NCI.
# NCI-60 one-dose screen, 48 h, at 10 µM unless noted. Numbers give growth in % (100 = growth as untreated, 0 = no growth, -100 = all killed).
# OVCAR-4 – OVCAR-4 ovarian cancer cells; 80,000 compounds, 3.7% hits
# CAKI-1 – CAKI-1 renal cancer | AID 1794772 | 75,000 compounds, 4.7% hits
# A498 – A498 renal cancer cells; 76,000 compounds, 5.4% hits
# RXF 393 – RXF 393 renal cancer cells; 77,000 compounds, 6.9% hits
# ACHN – ACHN renal cancer. 81,000 compounds, 4.9% hits
# OVCAR-3 – OVCAR-3 ovarian cancer; 79,000 compounds, 7% hits
# OVCAR-8 – OVCAR-8 ovarian cancer | 81,000 compounds, 4.4% hits | AID 1794782
# OVCAR-5 – OVCAR-5 ovarian cancer | 82,000 compounds, 2.9% hits | AID 1794783
# Starred values were filed as active, the others as inactive; . = no result given; & = joins results of further samples; [ ] = remark or other dose. The calls were made as follows: active = growth percent below 10; inactive = the rest. Rows are unselected (roughly 10% active in at least one column).
SMILES,OVCAR-4,CAKI-1,A498,RXF 393,ACHN,OVCAR-3,OVCAR-8,OVCAR-5
Clc1ccc(/C=N/N=C(N/N=C/c2ccc(Cl)cc2Cl)N/N=C/c2ccc(Cl)cc2Cl)c(Cl)c1,103,103,83,.,94,104,108,95
O=c1c(-c2n[nH]c(=S)o2)cnc2nc[nH]n12,109,110,93,112,102,111,109,100
CC[C@H](CC[C@@H](C)[C@H]1CC[C@H]2[C@@H]3CC(=O)C4=CC(=O)/C(=C/c5ccc(Br)cc5)C[C@]4(C)[C@H]3CC[C@]12C)C(C)C,105,98,111,114,98,.,101,100
CNC1=C([N+](=O)[O-])C(c2cc(OC)c(OC)c(OC)c2)C(C#N)=C(c2ccc[nH]2)O1 (stereo not drawn),101,89,106,101,100,109,96,106
Cc1ccc2nc(NC(=O)CSc3nc(-c4coc5ccccc5c4=O)c(C#N)c(=O)[nH]3)sc2c1,100,78,104,94,94,112,97,107
Cc1nc(N)nc2c1CCC(Nc1ccccc1)S2 (stereo not drawn),114,94,97,107,102,108,103,100
CCc1cc2c(cc1C(=O)CBr)C(C)(C)CCC2(C)C,109,97,104,112,106,105,101,108
CCOC(=O)CSCCC#N,105,96,83,98,95,111,97,85
O=C1c2c(nc3ccccn23)NC(c2cccnc2)=N[C@H]1Cc1ccccc1,104,90,92,113,104,109,89,103
COc1cc(C2CC(c3ccc(Cl)cc3)=NN2C(C)=O)ccc1Oc1nc2c(c(=O)n(C)c(=O)n2C)n1C (stereo not drawn),68,81,77,87,87,102,92,108
Cc1cc(O)cc(-c2c(-c3ccnc(-c4cccnc4)c3)cnn2C)c1,61,42,5.8*,54,40,79,74,55
CC(C)Cc1ccc(CC(=O)O)cc1,108,107,103,111,107,115,100,109
C=C1C(=O)O[C@H]2[C@H]1CC/C(CNC(=O)/C=C/c1cc(OC)c(OC)c(OC)c1)=C\CC[C@@]1(C)O[C@@H]21,15,34,-9.2*,-88*,-80*,-57*,5.0*,16
Cc1cccc2c3c(sc12)C(c1ccc(Cl)cc1)C(C#N)=C(N)O3 (stereo not drawn),58,8.5*,-6.6*,-7.0*,25,-17*,22,23
C#Cc1cccc(NC(=O)C2CCCN(C(=O)CCl)C2)c1 (stereo not drawn),69[8.25 µM],34[8.25 µM],99[8.25 µM],67[8.25 µM],-96*[8.25 µM],5.2*[8.25 µM],30[8.25 µM],79[8.25 µM]
CCC(C)(C)C(=O)O[C@H]1C[C@@H](C)C=C2C=C[C@H](C)[C@H](CC[C@@H]3C[C@@H](O)CC(=O)O3)[C@H]21,87,-33*,-39*,36,15,86,48,87
CC(=O)Nc1nc(OC(C)=O)c(Cc2cc(Cl)ccc2Cl)s1,92,94,98,101,106,101,101,101
COC(=O)c1c2c(c[n+]([O-])c1C)C(=O)C(NCc1ccccc1)=CC2=O,-97*,3.8*,-4.9*,-26*,-18*,-35*,-2.4*,-80*
COc1ccc2[nH]c(=S)cc(S)c2c1,110,104,.,122,109,112,101,124
CCCCCCCCCCOC(=O)c1nn(C(C)=O)c2cc3c(cc12)OCO3,103,97,73,98,103,100,102,103
C#CCOC(=O)[C@]12CC[C@@H](C(=C)C)[C@@H]1[C@H]1CC[C@@H]3[C@@]4(C)Cc5c([nH]c6ccccc56)C(C)(C)[C@@H]4CC[C@@]3(C)[C@]1(C)CC2,99,.,93,110,97,96,103,104
CC(=O)c1c(C)[nH]c2c1c(-c1cc(Cl)cc(Cl)c1O)nc1ccccc12,92,87,104,99,84,92,92,100
COc1nc2c(cc1S(=O)(=O)c1ccccc1)CCc1c-2cnn1-c1cccc(Cl)c1,87,64,55,77,68,94,82,80
CCCCN=C(NCCCC)C(c1ccccc1)c1ccccc1,74,77,70,88,91,90,97,83
Nn1c(-c2ccc(-n3nc(-c4ccccc4)c4ccccc43)cc2)n[nH]c1=S,81,100,93,91,94,102,99,107

# Copied from the list.
# In RXF 393, `C=C1C(=O)O[C@H]2[C@H]1CC/C(CNC(=O)/C=C/c1cc(OC)c(OC)c(OC)c1)=C\CC[C@@]1(C)O[C@@H]21` reads -88*
# In OVCAR-4, `Cc1cc(O)cc(-c2c(-c3ccnc(-c4cccnc4)c3)cnn2C)c1` reads 61
# In RXF 393, `CCOC(=O)CSCCC#N` reads 98
# In OVCAR-4, `O=c1c(-c2n[nH]c(=S)o2)cnc2nc[nH]n12` reads 109
# In OVCAR-4, `C#CCOC(=O)[C@]12CC[C@@H](C(=C)C)[C@@H]1[C@H]1CC[C@@H]3[C@@]4(C)Cc5c([nH]c6ccccc56)C(C)(C)[C@@H]4CC[C@@]3(C)[C@]1(C)CC2` reads 99
# In ACHN, `CC(=O)Nc1nc(OC(C)=O)c(Cc2cc(Cl)ccc2Cl)s1` reads 106
# In A498, `Clc1ccc(/C=N/N=C(N/N=C/c2ccc(Cl)cc2Cl)N/N=C/c2ccc(Cl)cc2Cl)c(Cl)c1` reads 83

# The listing picks up with the five entries that preceded the break.
SMILES,OVCAR-4,CAKI-1,A498,RXF 393,ACHN,OVCAR-3,OVCAR-8,OVCAR-5
C#CCOC(=O)[C@]12CC[C@@H](C(=C)C)[C@@H]1[C@H]1CC[C@@H]3[C@@]4(C)Cc5c([nH]c6ccccc56)C(C)(C)[C@@H]4CC[C@@]3(C)[C@]1(C)CC2,99,.,93,110,97,96,103,104
CC(=O)c1c(C)[nH]c2c1c(-c1cc(Cl)cc(Cl)c1O)nc1ccccc12,92,87,104,99,84,92,92,100
COc1nc2c(cc1S(=O)(=O)c1ccccc1)CCc1c-2cnn1-c1cccc(Cl)c1,87,64,55,77,68,94,82,80
CCCCN=C(NCCCC)C(c1ccccc1)c1ccccc1,74,77,70,88,91,90,97,83
Nn1c(-c2ccc(-n3nc(-c4ccccc4)c4ccccc43)cc2)n[nH]c1=S,81,100,93,91,94,102,99,107
CCOC(=O)/C(F)=C/C1CC1CCc1ccccc1OC (stereo not drawn),104,99,106,109,104,117,103,107
CCOC(=O)/C(Cl)=C\OC(=O)c1ccccc1,83,81,111,88,83,108,74,100
COc1ccc(C/C(C)=C(/c2ccc(OCCN(C)C)cc2)c2ccc(OC(=O)NCc3ccccc3)cc2)cc1,78,67,86,60,91,64,77,92
COc1ccc(Oc2ccc(/C=N/NC(=O)CSc3nc4ccccc4c(=O)n3-c3ccc(Cl)cc3)cc2)cc1,73,.,73,.,7.8*,-57*,86,81
Oc1c(C(c2ccccc2)N2CCCCC2)ccc2ccccc12 (stereo not drawn),104,93,125,99,101,114,95,103
CN1CCN(/C=C2\CC(C(=O)NCc3ccc(Cl)cc3Cl)NC2=O)CC1 (stereo not drawn),110,.,91,103,110,108,99,110
CN(C)C(=O)c1ccc(N=Nc2c(O)c3ccccc3[nH]c2=O)cc1,101,65,104,76,73,102,103,112
COc1ccc(-c2c3c(N)c4c(nc3nc3c2c(C)nn3-c2ccccc2)CCCCC4)cc1,68,84,88,106,78,73,83,86
O=C1Cc2cccc3c2c(cn3Cc2ccccc2)-c2ccccc21,63,75,91,106,95,80,88,99
O=C(O)c1cn(C2CC2)c2cc(N3CCN(C(=O)CSc4nc(-c5ccccc5)cc(=O)[nH]4)CC3)c(F)cc2c1=O,120,100,114,102,102,113,96,103
Cc1ccc(C)c(NC(=O)c2ccc(Cl)cc2Cl)c1,101,92,92,102,118,99,104,105
Cc1ccc(N=Nc2c(N)nn(-c3ccccc3)c2N)cc1,75,-2.1*,50,-0.5*,48,0.6*,42,55
CCO/C=C1\C(=O)N(C(C)=O)c2cc(OC)c(OC)cc21,106,81,73,92,98,104,102,99
C#C[C@]1(O)CC[C@H]2[C@@H]3CC=C4c5sc(Nc6ccc(N(C)C)cc6)nc5CC[C@]4(C)[C@H]3CC[C@@]21C,36,2.6*,-42*,-51*,-4.5*,2.6*,0.0*,22
COc1ccc(C2C(C#N)=C(N)Oc3n[nH]c(-c4cccs4)c32)cc1I (stereo not drawn),108,.,77,94,98,92,95,107
COc1cc(/C=N/NC(=O)CN2c3ccccc3Sc3ccccc32)cc(OC)c1OC,97,72,66,102,91,93,94,95
COc1cc(-c2nn(-c3ccc(NC(=O)NCCCNC(=O)c4ccccc4)cc3)cc2-c2ccncc2)ccc1Cl,44,.,13,25,24,21,21,53
CC(=O)C(=O)N(N)C1=NN=C2N=C(C)C=C(c3ccccc3)N2N1,106,85,109,124,101,110,105,105
COc1ccc(C(=O)c2ccc(C)cc2)c(OC)c1OC,100,65,70,86,97,67,90,93
Oc1ccc2nc3nc4ccc[nH]c4cc3c2c1,98,.,100,93,83,102,97,113
COc1ccc2ccccc2c1Cc1ccc(N(C)C)cc1,103,93,106,.,100,.,101,97
Cc1cc(C)nc(/C=C(\NC(=O)c2ccccc2)c2ccccc2)c1,95,94,99,97,102,99,95,.
COc1ccc(CCC2COCC2C2CC2)cc1 (stereo not drawn),103,87,140,108,103,104,100,100
C#CCOc1cc(/C=N/Nc2nc(-c3ccc(Cl)cc3)cs2)ccc1O,77,79,83,134,88,89,97,102
O=c1c2ccccc2nc(SCc2n[nH]c(=S)n2-c2ccccc2)n1CCc1ccccc1,98,83,60,120,98,101,100,103

# Additional entries
SMILES,OVCAR-4,CAKI-1,A498,RXF 393,ACHN,OVCAR-3,OVCAR-8,OVCAR-5
O=C1N(Cc2ccccc2)c2ccccc2[C@@]1(O)c1cc2c(cc1O)OCO2,111,93,.,107,111,100,106,113
c1ccc(SC23CC4CC(CC(C4)C2)C3)nc1,119,90,91,108,95,109,96,91
C=CCn1c(SCC(=O)c2ccccc2)nnc1-c1ccc(OC)cc1,101,92,.,87,106,.,99,95
COc1ccc(OC)c(CN2CCC(N3CCCC(C)C3)CC2)c1 (stereo not drawn),106,102,108,112,98,98,99,100
O=C(C[N+](=O)[O-])c1ccc(Cl)cc1,111,95,108,115,111,113,116,110
CCC(C(=O)NC(=O)NOC)c1ccccc1 (stereo not drawn),97,.,.,101,107,108,104,99
CCOc1ccc(N=Cc2ccccc2O)cc1,103&110,95&95,108&84,128&114,98&100,105&113,109&103,96&94
CCCCCCCCCOC(=O)NC1c2ccccc2Oc2ccccc21,84,61,70,104,88,101,99,91
CCOC(=O)C1CCN(C(=O)c2ccccc2)c2scc(-c3ccccc3)c2C1=O (stereo not drawn),103,88,101,100,96,92,96,101
COc1cccc(Sc2ccc([N+](=O)[O-])c3no[n+]([O-])c23)c1,67,65,98,-54*,9.9*,-62*,53,60
O=C(O)/C=C\C(=O)Nc1nccs1,98,.,102,107,100,104,95,109
O=C(Nc1cccc(-n2cc(-c3ccncc3)c(-c3ccc(O)c(Cl)c3)n2)c1)Nc1ccc(Cl)c(Cl)c1,14,-21*,23,-26*,9.0*,-16*,-25*,31
CCn1cc(C(=O)N/N=C/c2cccs2)c(=O)c2cc(F)c(N3CCNC(C)C3)c(F)c21 (stereo not drawn),76,47,104,16,87,69,44,67
COc1ccc(/C(C#N)=C/c2cc(OC)c(OC)c(OC)c2)cc1,88,50,34,57,49,36,57,66
CC(C)CN1CCC(=O)NC1=S,121&113,98&85,108,116&111,102&105,111&113,97&103,101&97
Cn1c(=O)c2[nH]c(Cc3ccc(OCc4ccccc4)cc3)nc2n(C)c1=O,55,77,81,91,69,96,83,91
Nc1ccc(N)c2c(O)c3ccccc3c(O)c12,109,104,147,.,92,94,103,141
COc1cccc(COc2ccc(/C=C3\C(=O)Nc4ccc(Cl)cc43)cc2)c1,101,77,99,109,96,107,97,100
CCC(C)N(c1ccc(OC)cc1)c1nc(-c2ccc([N+](=O)[O-])cc2)cs1 (stereo not drawn),91,71,83,110,90,95,91,100
O=c1c(O)cccc2cc(O)c(O)c(O)c12,70,.,71,.,48,.,71,130
COc1ccc(NC(=O)c2ccc(Cl)cc2Cl)cc1,79,96,73,108,117,106,99,101
O=S(=O)(NCCNc1nccc(-n2cnc3ccccc32)n1)c1ccccc1,93,84,89,113,94,109,98,92

# In a second layout: 2 of the compounds above.
C=CCn1c(SCC(=O)c2ccccc2)nnc1-c1ccc(OC)cc1
  OVCAR-4: 101
  CAKI-1: 92
  A498: .
  RXF 393: 87
  ACHN: 106
  OVCAR-3: .
  OVCAR-8: 99
  OVCAR-5: 95
COc1ccc(OC)c(CN2CCC(N3CCCC(C)C3)CC2)c1 (stereo not drawn)
  OVCAR-4: 106
  CAKI-1: 102
  A498: 108
  RXF 393: 112
  ACHN: 98
  OVCAR-3: 98
  OVCAR-8: 99
  OVCAR-5: 100
